mIAP block = mouse IAP inhibition; purified mouse IAP, CDP-Star luminescence, 30 min; inhibition, % at 10 µM; 0.2% of 330,000 active;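 active = inhibition of at least 40% at 10 µM in the primary screen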;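 note: plate controls were DMSO with enzyme for no effect and no enzyme wells for full effect; values of inactives mirror those of a sister screen read the other way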
hIAP inh = blocks human intestinal alkaline phosphatase. 0.12% of 330,000 active. P09923. inhibition, % at 10 µM. purified IAP, CDP-Star luminescence, 30 min;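 active = inhibition reaching a set limit with compound at 10 µM in the primary screen, cut at about 35% in these data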;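 note: plate controls were DMSO wells with enzyme for no effect and no-enzyme buffer wells for full effect; values of inactives mirror those of a sister screen read the other way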
hIAP act = increases human intestinal alkaline phosphatase activity | P09923 | activation factor at 10 µM | AID 2524 | purified human IAP, CDP-Star luminescence, 30 min; active compounds read high; 1 = vehicle-only enzyme, 0 = enzyme-free background | 0.16% of 330,000 active;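 active = activation factor of the enzyme at least 2-fold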; note: the source names both 10 and 20 µM as test concentration; values of inactives mirror those of a sister screen read the other way
A3A deaminase = inhibitors of human APOBEC3A DNA deaminase. P31941. AID 493011. recombinant A3A, FAM/TAMRA ssDNA deamination fluorescence. inhibition, % at 20 µM. 0.41% of 330,000 active;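 active = at least 40% inhibition at 20 µM here, with at most 30% in a related deaminase screen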;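 note: plate controls were A3A with DMSO for no effect and wells lacking A3A enzyme for full effect; some results filed as inactive read as strong as hits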
HKDC1 inh = HKDC1 (human) hexokinase inhibition; Q2TB90; recombinant HKDC1, G6PDH/diaphorase resazurin coupled fluorescence; inhibition, % at 20 µM; 0.16% of 340,000 active; AID 493160;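 active = inhibition above about 35% when tested at 20 µM, limit read from the data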;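 note: plate controls were DMSO wells with enzyme for no effect and DMSO wells lacking enzyme for full effect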
Target sequence (Q2TB90 whole entry, looked up): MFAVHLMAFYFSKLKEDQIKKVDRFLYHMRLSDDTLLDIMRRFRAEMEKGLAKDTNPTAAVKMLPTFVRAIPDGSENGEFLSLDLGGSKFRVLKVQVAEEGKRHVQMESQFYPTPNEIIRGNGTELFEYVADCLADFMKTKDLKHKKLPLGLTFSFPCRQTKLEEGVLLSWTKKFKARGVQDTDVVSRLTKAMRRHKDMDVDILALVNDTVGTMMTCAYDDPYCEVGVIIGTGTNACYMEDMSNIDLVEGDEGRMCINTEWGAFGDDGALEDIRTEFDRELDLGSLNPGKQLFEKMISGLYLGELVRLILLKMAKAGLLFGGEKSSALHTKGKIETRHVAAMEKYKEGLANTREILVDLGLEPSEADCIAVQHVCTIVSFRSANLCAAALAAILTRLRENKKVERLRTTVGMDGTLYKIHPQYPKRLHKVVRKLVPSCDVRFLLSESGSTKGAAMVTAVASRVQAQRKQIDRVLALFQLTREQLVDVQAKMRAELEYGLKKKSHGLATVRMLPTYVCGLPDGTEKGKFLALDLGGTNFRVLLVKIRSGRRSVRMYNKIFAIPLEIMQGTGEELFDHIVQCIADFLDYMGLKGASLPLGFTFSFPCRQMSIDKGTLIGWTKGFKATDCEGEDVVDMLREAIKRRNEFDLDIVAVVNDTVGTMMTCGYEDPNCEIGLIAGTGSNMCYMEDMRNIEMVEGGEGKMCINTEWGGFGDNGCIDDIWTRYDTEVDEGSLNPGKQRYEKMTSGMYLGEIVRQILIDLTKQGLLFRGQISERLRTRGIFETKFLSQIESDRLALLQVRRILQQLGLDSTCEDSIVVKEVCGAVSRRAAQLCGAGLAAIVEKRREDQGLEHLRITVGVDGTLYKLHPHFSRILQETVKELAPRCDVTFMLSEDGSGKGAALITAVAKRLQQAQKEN
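Test system: Recombinant HKDC1 (HK5) hexokinase enzyme, produced in-house | Input: HKDC1 at 5 µg/mL | Buffer or medium: Tris pH 8.0 buffer with MgCl2, Tween-20, BSA, BME | Schedule: 90 min reaction incubation at room temperature, dark | Technique: Resazurin-to-resorufin fluorescence via G6PDH and diaphorase coupling, 525/613 nm | Controls: DMSO wells with and without enzyme mix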
mIAP activ = mouse IAP activation; 0.24% of 330,000 active; muIAP, CDP-Star luminescence, 30 min; active compounds read high; 1 = vehicle-only enzyme signal, 0 = enzyme-free wells; activation factor at 10 µM;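 active = activation factor of at least 2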; note: the source names both 10 and 20 µM as test concentration; values of inactives mirror those of a sister screen read the other way
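also added = chemiluminescent substrate CDP-Star | test system = mouse IAP enzyme | signal = chemiluminescence readout | compound = DMSO-dissolved test compounds | incubation = 30 min at room temperature | benchmarks = DMSO wells, no-enzyme wells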
ATG4B inh = ATG4B (human) cysteine protease inhibition. Q9Y4P1. inhibition, % at 8.33 µM. 0.51% of 340,000 active. ATG4B cleavage of LC3-PLA2, NBD-HPC fluorescence, 1 h. AID 504462; in the data active = inhibition above about 40%
PfG6PD inh = PfG6PD (Plasmodium falciparum) enzyme inhibition. PfGluPho enzyme, NADPH resazurin-diaphorase fluorescence. inhibition, % at 20 µM. 0.78% of 350,000 active. AID 504690;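 active = inhibition reaching at least a set limit at 20 µM in the primary screen, cut at about 59% in these data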;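 note: 0% = DMSO wells with substrate and 100% = DMSO wells lacking glucose-6-phosphate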
An asterisk follows results filed as active; · = no result given. Compounds as they come (roughly 2.4% active in at least one column).

# | structure | mIAP block | hIAP inh | hIAP act | A3A deaminase
1 | COC(=O)c1ccccc1NC(=S)NC(=O)c1ccc2ccccc2c1 | 16 | 2 | 0.98 | -2
2 | Cc1ccc(S(=O)(=O)N2CCCC2C(=O)OCc2ccco2)cc1 (stereo not given) | 10 | -7 | 1.1 | 6
3 | Cn1cnc2c(=O)[nH]cc([N+](=O)[O-])c21 | 5 | 3 | 0.97 | 3
4 | Cn1ccnc1C(O)(c1nnc(-c2ccccc2)o1)C(F)(F)F (stereo not given) | -2 | 4 | 0.96 | -1
5 | Nc1nnnn1/N=C/C=C/c1ccccc1 | -10 | 0 | 1 | -3
6 | COc1cc(OC)c(OC)cc1CNC(=O)c1ccc(S(=O)(=O)N2CC(C)OC(C)C2)cc1 (stereo not given) | -6 | -12 | 1.1 | -1
7 | CCN(CC)CCCNC(=O)C1CCCN(c2nnc(N3CCCC3=O)s2)C1 (stereo not given) | 0 | -11 | 1.1 | -2
8 | O=C(NC1CCN(Cc2ccccc2)CC1)c1ccc(S(=O)(=O)NCc2ccco2)cc1 | -4 | -10 | 1.1 | 0

# | HKDC1 inh | mIAP activ | ATG4B inh | PfG6PD inh
1 | -1 | 0.84 | -2 | 7
2 | 3 | 0.9 | -4 | 29
3 | -7 | 0.95 | -5 | 1
4 | -9 | 1 | -10 | -25
5 | 2 | 1.1 | -5 | -1
6 | -4 | 1.1 | -1 | -8
7 | -1 | 1 | -7 | -9
8 | 3 | 1 | -5 | -5

Next section.
# | structure | mIAP block | hIAP inh | hIAP act | A3A deaminase
9 | COc1ccccc1CNC(=O)CCC(=O)N1CC(C)Sc2ccccc21 (stereo not given) | -11 | -5 | 1 | -1
10 | COc1ccc(-c2ccccc2[C@H]2[C@@H]3C=CC[C@@H](C)[C@@H]3C(=O)N2Cc2ccccc2)cc1 | 1 | · | · | 2
11 | C=CCn1c(SCC(=O)c2ccc(O)c(O)c2)nnc1-c1ccc(C)cc1 | 24 | 15 | 0.85 | -1
12 | CSc1nc(C)c2cc(C)oc2n1 | -2 | -3 | 1 | 0
13 | COC(=O)c1c(-c2ccccc2OC)sc2ccccc12 | 10 | 5 | 0.95 | -4
14 | CCOC(=O)CN1NC2(CCCC(C)C2)NC1=S (stereo not given) | -12 | -13 | 1.1 | -8
15 | CN(C)C1=NCCN1CCCC1CCCCC1 | -4 | 0 | 0.99 | -2
16 | COc1ccc(NS(=O)(=O)c2cccc(C(=O)NCC(c3ccc(OC)cc3)N3CCOCC3)c2)cc1 (stereo not given) | 6 | -13 | 1.1 | -1

# | HKDC1 inh | mIAP activ | ATG4B inh | PfG6PD inh
9 | 0 | 1.1 | 4 | -21
10 | 7 | 0.99 | -8 | 15
11 | -4 | 0.76 | -1 | -39
12 | -1 | 1 | -2 | -7
13 | 20 | 0.9 | -7 | 13
14 | -4 | 1.1 | -10 | 20
15 | -8 | 1 | -3 | -3
16 | -1 | 0.94 | -10 | 0

More entries.
# | structure | mIAP block | hIAP inh | hIAP act | A3A deaminase
17 | CCCCOC(=O)c1cccc(NC(=O)CCC(=O)O)c1 | 4 | 10 | 0.9 | -1
18 | Cc1ccc(C(=O)CSc2nnc(-c3ccco3)n2CC2CCCO2)cc1 (stereo not given) | 10 | 8 | 0.93 | 2
19 | CCN(CC(=O)Nc1cccc(OC)c1)c1ncnc2sc(C)c(C)c12 | -18 | -3 | 1 | -4
20 | Cc1ccc(-c2nc(C3CCN(S(C)(=O)=O)CC3)no2)cc1 | 2 | 5 | 0.95 | 1
21 | COc1cc(OC)cc(C(=O)NCC(=O)OCC(=O)c2cc(C)n(Cc3ccco3)c2C)c1 | 8 | 4 | 0.96 | 4
22 | O=C(CSc1nnc2c(n1)[nH]c1ccccc12)NCc1ccccc1F | 3 | -4 | 1 | 3
23 | Cn1c(=O)c2nc(-c3ccccc3)c(-c3ccccc3)nc2n(C)c1=O | -9 | 19 | 0.81 | -2
24 | COc1ccc(F)cc1C1=CC(=O)C[C@H](c2ccc3c(c2)OCO3)C1 | 2 | 7 | 0.93 | 1

# | HKDC1 inh | mIAP activ | ATG4B inh | PfG6PD inh
17 | 2 | 0.96 | 10 | 9
18 | -7 | 0.91 | -2 | 33
19 | -6 | 1.2 | -8 | 1
20 | -6 | 0.98 | -15 | -7
21 | 6 | 0.93 | -5 | -3
22 | -2 | 0.97 | 5 | 8
23 | 5 | 1.1 | -4 | -8
24 | 7 | 0.98 | -11 | 16

Reformatted with values ahead of the structure: entries from further up.
No. | mIAP block | hIAP inh | hIAP act | A3A deaminase | HKDC1 inh | mIAP activ | ATG4B inh | PfG6PD inh | Compound
20 | 2 | 5 | 0.95 | 1 | -6 | 0.98 | -15 | -7 | Cc1ccc(-c2nc(C3CCN(S(C)(=O)=O)CC3)no2)cc1
22 | 3 | -4 | 1 | 3 | -2 | 0.97 | 5 | 8 | O=C(CSc1nnc2c(n1)[nH]c1ccccc12)NCc1ccccc1F
23 | -9 | 19 | 0.81 | -2 | 5 | 1.1 | -4 | -8 | Cn1c(=O)c2nc(-c3ccccc3)c(-c3ccccc3)nc2n(C)c1=O
18 | 10 | 8 | 0.93 | 2 | -7 | 0.91 | -2 | 33 | Cc1ccc(C(=O)CSc2nnc(-c3ccco3)n2CC2CCCO2)cc1 (stereo not given)
19 | -18 | -3 | 1 | -4 | -6 | 1.2 | -8 | 1 | CCN(CC(=O)Nc1cccc(OC)c1)c1ncnc2sc(C)c(C)c12
21 | 8 | 4 | 0.96 | 4 | 6 | 0.93 | -5 | -3 | COc1cc(OC)cc(C(=O)NCC(=O)OCC(=O)c2cc(C)n(Cc3ccco3)c2C)c1

Down the list, quoted from above:
hIAP act, compounds 19 to 24, in order: 1, 0.95, 0.96, 1, 0.81, 0.93
PfG6PD inh, compounds 19 to 24, in order: 1, -7, -3, 8, -8, 16
ATG4B inh, compounds 19 to 24, in order: -8, -15, -5, 5, -4, -11

More records follow.
# | structure | mIAP block | hIAP inh | hIAP act | A3A deaminase
25 | CN1CCN(C(=O)CCCN2C(=O)/C(=C/c3ccccc3)SC2=S)CC1 | 3 | -3 | 1 | 1
26 | c1ccc(-c2nnc(CSc3ccc4c(c3)OCCO4)o2)cc1 | 6 | -7 | 1.1 | 6
27 | CC(C)Cc1nnc(NC(=O)CSc2nc(-c3ccccc3)cc(=O)[nH]2)s1 | -5 | 5 | 0.95 | -1
28 | Cc1ccc[n+](-c2nc([O-])sc2C=O)c1 | 0 | 7 | 0.93 | 4
29 | Cc1ccc(N2CCN(S(=O)(=O)c3nnc(NC(=O)c4ccco4)s3)CC2)cc1 | 13 | 0 | 1 | 3
30 | Cc1cccn2c(=O)c3cc(C(=O)NC4CCCC4)c(=N)n(CCc4ccccc4)c3nc12 | 0 | -2 | 1 | -6
31 | COc1ccc2[nH]c(C(=O)O)c(CCN3C(=O)c4ccc(C(=O)O)cc4C3=O)c2c1 | 1 | 11 | 0.89 | -3
32 | Nc1nc(SCC(=O)N2CCCC2)[nH]c(=O)c1-c1ccccc1 | -6 | -8 | 1.1 | -2

# | HKDC1 inh | mIAP activ | ATG4B inh | PfG6PD inh
25 | 1 | 0.97 | 2 | -4
26 | 18 | 0.94 | 3 | 3
27 | 4 | 1 | -11 | -20
28 | -12 | 0.99 | -22 | 13
29 | 10 | 0.87 | 2 | -41
30 | -9 | 1 | -21 | 9
31 | -5 | 0.99 | -2 | -3
32 | -2 | 1.1 | 3 | -3

The results go on:
# | structure | mIAP block | hIAP inh | hIAP act | A3A deaminase
33 | Cn1c(NC(=O)c2ccc(S(=O)(=O)N3CCCCC3)cc2)cc(=O)n(C)c1=O | -4 | -10 | 1.1 | 5
34 | Cc1ccc(S(=O)(=O)Nc2cc3c(C(=O)O)c(C)oc3c3ccccc23)c(C)c1 | 13 | 12 | 0.88 | 3
35 | COc1ccc(/C=C/C(=O)N(C)Cc2cccs2)cc1S(=O)(=O)N1CCOCC1 | 6 | 7 | 0.93 | -6
36 | O=C(NC(CO)(CO)CO)[C@@H]1CCCN1S(=O)(=O)c1cccc2cccnc12 | 3 | -1 | 1 | 1
37 | Cc1cc(C)c(C2C(C#N)=C(N)Oc3n[nH]c(C)c32)cc1CN1CCOCC1 (stereo not given) | 1 | 2 | 0.98 | -2
38 | CCNC(=O)COC(=O)CCNC(=O)c1cccc(C)c1 | -10 | -3 | 1 | 82*
39 | Oc1cc(Cc2ccccc2)cnc1CN1CCCCC1 | -4 | 2 | 0.98 | 0
40 | CC(=O)c1ccc(N2CCN(C(=O)c3cc(S(=O)(=O)N4CCOCC4)ccc3C)CC2)cc1 | 9 | 4 | 0.96 | -2

# | HKDC1 inh | mIAP activ | ATG4B inh | PfG6PD inh
33 | -8 | 1 | 2 | -10
34 | 19 | 0.87 | -10 | 35
35 | -6 | 0.94 | -2 | 16
36 | -5 | 0.97 | 7 | -11
37 | -12 | 0.99 | -8 | -4
38 | 1 | 1.1 | -2 | -1
39 | 0 | 1 | -2 | 14
40 | 3 | 0.91 | 11 | -10

Continuation.
# | structure | mIAP block | hIAP inh | hIAP act | A3A deaminase
41 | CC(=O)Nc1nc(-c2ccc(Cl)cc2)ns1 | 5 | 10 | 0.9 | 3
42 | COc1ccc(CNC(=O)CCSCc2cccc(F)c2)cc1 | -9 | -4 | 1 | -1
43 | CC(CCc1ccccc1)NC(=O)CCN1N=C(c2ccccc2)CCC1=O (stereo not given) | 1 | -22 | 1.2 | 2
44 | O=[N+]([O-])c1ccccc1OCCCN1CCOCC1 | -7 | -9 | 1.1 | -1
45 | CC(=O)Nc1cccc(NC(=O)CSc2ccc(C(F)(F)F)cc2[N+](=O)[O-])c1 | 4 | 9 | 0.91 | 2
46 | Cc1cc(C)c(C#N)c(SCC(=O)Nc2cccc(S(=O)(=O)N3CCCC3)c2)n1 | 0 | 8 | 0.92 | -1
47 | CC(=O)NNS(=O)(=O)c1ccccc1[N+](=O)[O-] | 0 | -1 | 1 | 47*
48 | CN(C)S(=O)(=O)c1ccc(C(=O)Oc2coc(CSc3ncccn3)cc2=O)cc1 | 10 | -4 | 1 | -6

# | HKDC1 inh | mIAP activ | ATG4B inh | PfG6PD inh
41 | -5 | 0.95 | 0 | 16
42 | -7 | 1.1 | 3 | 3
43 | -3 | 0.99 | -10 | -3
44 | -3 | 1.1 | -6 | 3
45 | -1 | 0.96 | -23 | 15
46 | 5 | 1 | 4 | 4
47 | -8 | 1 | 0 | -11
48 | -4 | 0.9 | -7 | 6

Three structures from above, ordered by length of the SMILES, lowest first.
# | structure | mIAP block | hIAP inh | hIAP act | A3A deaminase
41 | CC(=O)Nc1nc(-c2ccc(Cl)cc2)ns1 | 5 | 10 | 0.9 | 3
42 | COc1ccc(CNC(=O)CCSCc2cccc(F)c2)cc1 | -9 | -4 | 1 | -1
46 | Cc1cc(C)c(C#N)c(SCC(=O)Nc2cccc(S(=O)(=O)N3CCCC3)c2)n1 | 0 | 8 | 0.92 | -1

# | HKDC1 inh | mIAP activ | ATG4B inh | PfG6PD inh
41 | -5 | 0.95 | 0 | 16
42 | -7 | 1.1 | 3 | 3
46 | 5 | 1 | 4 | 4
